RBX1-CUL1 inh – inhibitors of human ROC1-CUL1 ubiquitin ligase activity. E3 ubiquitin-protein ligase RBX1 (Homo sapiens) + Cullin-1 (Homo sapiens), P62877+Q13616. in vitro K48 di-Ub FRET, acceptor:donor ratio, 45 min. inhibition, % at 10 µM. hit rate 0.6% among 140,000; in the data active means inhibition above about 25%
Target sequence (P62877 whole entry, looked up): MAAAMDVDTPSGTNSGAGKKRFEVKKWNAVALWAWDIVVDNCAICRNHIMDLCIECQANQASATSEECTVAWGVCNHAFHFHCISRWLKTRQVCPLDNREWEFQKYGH
Target sequence (Q13616 whole entry, looked up): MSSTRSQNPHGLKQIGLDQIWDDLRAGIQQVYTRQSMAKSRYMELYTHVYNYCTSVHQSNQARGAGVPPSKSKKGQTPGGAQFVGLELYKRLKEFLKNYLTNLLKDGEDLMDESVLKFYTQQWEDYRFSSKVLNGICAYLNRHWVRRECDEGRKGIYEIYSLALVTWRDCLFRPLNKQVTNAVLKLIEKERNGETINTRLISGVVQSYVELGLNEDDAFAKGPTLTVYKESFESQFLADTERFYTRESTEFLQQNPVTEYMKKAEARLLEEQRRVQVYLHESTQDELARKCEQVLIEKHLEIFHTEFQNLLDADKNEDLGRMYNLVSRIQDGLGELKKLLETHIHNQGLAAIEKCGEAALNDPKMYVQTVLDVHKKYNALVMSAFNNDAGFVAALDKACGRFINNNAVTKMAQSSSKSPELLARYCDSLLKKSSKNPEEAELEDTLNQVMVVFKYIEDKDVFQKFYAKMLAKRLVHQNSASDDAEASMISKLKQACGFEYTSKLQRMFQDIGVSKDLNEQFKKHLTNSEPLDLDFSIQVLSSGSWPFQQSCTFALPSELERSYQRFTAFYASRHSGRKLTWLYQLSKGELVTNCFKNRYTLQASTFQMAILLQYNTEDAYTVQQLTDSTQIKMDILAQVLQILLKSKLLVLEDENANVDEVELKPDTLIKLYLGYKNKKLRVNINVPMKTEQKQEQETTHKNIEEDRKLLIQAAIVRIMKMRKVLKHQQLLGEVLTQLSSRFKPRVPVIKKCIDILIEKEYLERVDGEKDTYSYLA
The depositor's hits bear a star. The list is partial; rates above refer to the full screens.

molecule	RBX1-CUL1 inh
COC(=O)c1ccccc1NC(=O)c1ccc(COc2ccc3c(c2)CCC3)cc1	-3
Cc1nc(C)c(CC(=O)N2CCCC(CNC(=O)c3ccc(F)cc3)C2)c(=O)[nH]1 (stereo not given)	-4
O=C(CN1CC(c2ccccc2)CC1=O)Nc1ccc2ccccc2c1 (stereo not given)	-6
O=C(CSc1nnc(-c2cccnc2)n1-c1ccccc1)Nc1cccc(Cl)c1	-1
Cc1c(C(=O)NC2CCCC2)oc2ccccc12	-2
NC(=O)c1ccc(C2CCCN2C(=O)C2CCN(c3ncccn3)CC2)s1 (stereo not given)	7
COc1ccc(CC(=O)NCc2nc3cccnc3n2Cc2ccc(F)cc2)cc1OC	-4
Cc1ccc2c(c1)c1c(n2CC(O)CN2CCOCC2)C(=O)CCC1 (stereo not given)	4
Cn1nccc1C(=O)NC1CCCN(CCCc2ccccc2)C1 (stereo not given)	12
NC(=O)c1ccccc1Sc1ccccc1	-2
COC(=O)/C=C(\C(=O)OC)n1c(Cc2ccccc2)c(C(=O)OC)c(C(=O)OC)c1Cc1ccccc1	-2
O=C(NCCOCCn1c(=O)oc2ccccc21)Nc1cccc(Cl)c1	-7
COCCCC1CCN(c2nncc(-c3ccc(OC)cc3OC)n2)CC1	-7
O=C(CSc1nc2ccccc2c(=O)n1-c1ccccc1)N1CCN(CCO)CC1	9
CN=C1S/C(=C\c2ccc(Cl)s2)C(=O)N1C	-7
CCOc1cccc(NC(=O)c2sc3nc4c(cc3c2N)CC(CC)CC4)c1 (stereo not given)	-6
O=C1C(=O)N(C2CCN(C(=O)c3ccc(F)cc3)CC2)CCN1Cc1ccc(F)cc1	-2
CCc1ccc(OCCOCC(O)CN2CCN(c3cccc(C(F)(F)F)c3)CC2)cc1 (stereo not given)	5
Cc1cccc(N(C)C(=O)CCS(=O)(=O)c2ccc3c(c2)n(C)c(=O)c(=O)n3C)c1	-6
Nc1nnnn1/N=C/c1ccc(-c2ccc(F)c(Cl)c2)o1	-1
O=C(O)c1cc2sc3ccccc3c2s1	5
Cc1ccc(C(=O)COC(=O)c2cccc(NC(=O)c3ccc(Cl)cc3Cl)c2)cc1	3
Cc1cccc(/C=C/c2onc(C)c2S(=O)(=O)N2CCC(C(=O)N3CCCCC3)CC2)c1	-3
O=C(N/N=C/c1ccccc1)C1CCCN1C(=O)c1cc([N+](=O)[O-])cc([N+](=O)[O-])c1 (stereo not given)	-10
CCOc1ccc(C(=O)Nc2cc(-c3ccccc3)no2)cc1	3
CCc1ccc(NC(=O)c2cnoc2C)cc1	1
CCOc1ccc(N=C2S/C(=C\c3cn(CC(N)=O)c4ccccc34)C(=O)N2C2CCCCC2)cc1	4
CC(NC(=O)Nc1nnc(CCc2ccccc2)s1)c1nn[nH]n1 (stereo not given)	-6
CC1(Cl)Cc2ccc(N)cc2NC1=O (stereo not given)	-6
O=C(Nc1ccc(F)cc1)[C@H](Cc1ccccc1)N1Cc2ccccc2C1=O	-2
OCc1cc(Br)c(OCc2ccc(F)cc2)c(Br)c1	6
Cc1cccc(-c2noc(-c3ccc(NCc4ccco4)c([N+](=O)[O-])c3)n2)c1	-4
O=C(CCC1CCN(Cc2ccc3nonc3c2)CC1)N1CCOCC1	2
O=C(Nc1ccn(Cc2c(F)c(F)cc(F)c2F)n1)c1ccc(COc2ccccc2Cl)cc1	-1
c1ccc(-c2nn3c(Cn4nnc5ccccc54)nnc3s2)nc1	0
CCc1nc2scc(-c3ccc(C)cc3)c2c(=O)n1N	0
CCn1c(SCC(=O)Nc2ccc(Cl)c(Cl)c2)nnc1-c1ccccc1Cl	-2
CCc1ccc(CN2CCCC(N3CCOCC3)C2)o1 (stereo not given)	2
O=C(Nc1c(Cl)cccc1Cl)c1cccc2c1C(=O)N(C1CCCCC1)C2	-5
Cc1ccc(NC(=O)CSc2nc3ccccc3nc2N2CCOCC2)cc1	-2

Sorted by SMILES length (low to high): part of the list above.
molecule	RBX1-CUL1 inh
CCc1ccc(NC(=O)c2cnoc2C)cc1	1
CCc1ccc(CN2CCCC(N3CCOCC3)C2)o1 (stereo not given)	2
OCc1cc(Br)c(OCc2ccc(F)cc2)c(Br)c1	6
Nc1nnnn1/N=C/c1ccc(-c2ccc(F)c(Cl)c2)o1	-1
c1ccc(-c2nn3c(Cn4nnc5ccccc54)nnc3s2)nc1	0
O=C(CN1CC(c2ccccc2)CC1=O)Nc1ccc2ccccc2c1 (stereo not given)	-6
O=C(NCCOCCn1c(=O)oc2ccccc21)Nc1cccc(Cl)c1	-7
Cc1ccc2c(c1)c1c(n2CC(O)CN2CCOCC2)C(=O)CCC1 (stereo not given)	4
CCOc1cccc(NC(=O)c2sc3nc4c(cc3c2N)CC(CC)CC4)c1 (stereo not given)	-6
COc1ccc(CC(=O)NCc2nc3cccnc3n2Cc2ccc(F)cc2)cc1OC	-4
COC(=O)c1ccccc1NC(=O)c1ccc(COc2ccc3c(c2)CCC3)cc1	-3
CCc1ccc(OCCOCC(O)CN2CCN(c3cccc(C(F)(F)F)c3)CC2)cc1 (stereo not given)	5
O=C1C(=O)N(C2CCN(C(=O)c3ccc(F)cc3)CC2)CCN1Cc1ccc(F)cc1	-2
Cc1nc(C)c(CC(=O)N2CCCC(CNC(=O)c3ccc(F)cc3)C2)c(=O)[nH]1 (stereo not given)	-4
O=C(Nc1ccn(Cc2c(F)c(F)cc(F)c2F)n1)c1ccc(COc2ccccc2Cl)cc1	-1
Cc1cccc(N(C)C(=O)CCS(=O)(=O)c2ccc3c(c2)n(C)c(=O)c(=O)n3C)c1	-6
COC(=O)/C=C(\C(=O)OC)n1c(Cc2ccccc2)c(C(=O)OC)c(C(=O)OC)c1Cc1ccccc1	-2

(next part)
molecule	RBX1-CUL1 inh
COc1cc(NC(=O)CN2C(=O)C(c3ccc(Cl)cc3)=NC23CCCCC3)cc(OC)c1	17
CC(=O)N(/N=C/c1ccccc1)c1nc(-c2ccc(Br)cc2)cs1	-1
COC(=O)c1ccc(NC(=O)c2c(NCc3ccc(OC)c(OC)c3)sc3c2CCCC3)cc1	-4
Cc1ccccc1OCc1nnc(SCC(=O)Nc2cccc(C(F)(F)F)c2)o1	-6
Cc1[nH]c2ccccc2c1C(c1ccc(Cl)cc1)c1c(C)[nH]c2ccccc12	0
Cn1c(SCc2ccc(F)cc2)nc2ccc(C(=O)NCc3ccccc3)cc21	-5
Cc1c(Cl)cccc1NC(=O)N1CC(C)CC(C)C1 (stereo not given)	-5
Cc1cccc(CSc2nnc(CCCCCN)o2)c1	-1
O=c1c2ccccc2nc2n1C1(CCCCC1)Cc1ccccc1-2	-10
CCOC(=O)c1ccc2c(c1)c1c(n2CC)C(=O)CCC1	-14
COc1ccc(C)c2sc(N(Cc3cccnc3)C(C)=O)nc12	8
O=c1c2nncn2ccn1-c1ccc(F)c(F)c1	-7
Clc1ccc(Nc2nc(Cl)nc(N3CCOCC3)n2)nc1	6
COc1ccc(CNC(=O)c2ccc(CN3C(=O)C(C)=C(c4ccc(C)cc4)S3(=O)=O)cc2)cc1	-11
CCCCCCOc1ccc(N=Cc2ccccn2)cc1	8
COc1ccccc1-c1cn2c(C(=O)N3CCC[C@H]3CO)csc2n1	-2
C=CCn1c(SCC(=O)Nc2cc(OC)ccc2OC)nc2sc(C)cc2c1=O	1
Cc1c(C(=O)N(C)CCc2ccccn2)sc2ncnc(NC[C@H]3C[C@@H]4C=C[C@H]3C4)c12	-8
CCOCCCNC(=O)NC(C)c1c(-n2cccc2)sc2c1CCN(CC)C2 (stereo not given)	-6
O=C(c1ccc(N2CCC(O)CC2)nc1)N1CCC(CCn2cccn2)CC1	8
Cc1ccc(S(=O)(=O)Nc2nc(C)c(NC(=O)Nc3ccc(Cl)cc3)s2)cc1	8
COCCCNC(=O)c1sc2ncccc2c1-n1cccc1	2
Cc1nc(CN2CCN(c3cc(CCN)ncn3)CC2)cs1	4
O=C1NC(=O)C2=C1CCc1ccccc12	0
Cc1[nH]nc(N2CCCC2)c1[N+](=O)[O-]	-2
COc1cc(C)c(C)cc1S(=O)(=O)N1CCN(C)CC1	-1
CC(C(=O)OCc1ccccc1Cl)n1cnc2scc(-c3ccccc3)c2c1=O (stereo not given)	2
Cc1ccsc1C(=O)c1sccc1C	7
CCC(=O)N(C)C(Cc1ccc(F)cc1F)C1CCN(C(=O)c2cc3cc(F)ccc3[nH]2)CC1 (stereo not given)	12
CC1=NN(c2ccccc2)C(=O)C1Sc1nc2ccccc2[nH]1 (stereo not given)	0
CCCNC(=O)C12CCC(C)(c3nc4cc(C)c(C)cc4nc31)C2(C)C (stereo not given)	11
Cc1ccccc1Cc1nnc2sc(/C=C/c3ccccc3)nn12	-3
Cc1cc(C(F)(F)F)nc(SCc2ccc(C(=O)O)o2)n1	-7
Cn1c(=O)c2c(nc(SCC(=O)Nc3ccccc3F)n2Cc2ccccc2F)n(C)c1=O	0
O=C(NC1CCCCC1)c1nc2nc(-c3ccccc3)cc(C(F)(F)F)n2n1	-16
CCC1NC(=S)N(C2CCCCC2)C1=O (stereo not given)	0
CCc1ccccc1NC(=O)N1CCC(n2cc(-c3ccccn3)nn2)CC1	1
Cc1nc2ccc(S(=O)(=O)NC(C(=O)N3CCN(c4cccc(Cl)c4)CC3)C(C)C)cc2s1 (stereo not given)	-4
COc1ccc(-c2c(C#N)c(N)nc(OC)c2C#N)c(OC)c1	-6
CCN(CC)c1nn2c(=O)c(C(=O)NCc3ccc(F)cc3)cnc2s1	1
CCc1ocnc1C(=O)N1CCC(C2CCN(CCc3ccccc3)C2)CC1 (stereo not given)	1
Cc1cc(C)n(-c2nc3ccccc3nc2Nc2cccc(C)c2C)n1	5
CN1CCN(C(=O)c2ccc3c(c2)N(Cc2ccc(F)cc2)C(=O)c2ccccc2S3=O)CC1 (stereo not given)	-6
COc1ccc(/C=C2/C(=O)NN(c3cccc(C)c3)C2=O)cc1	5
O=C(COc1nc2ccccc2s1)n1c2c(c3ccccc31)CCCC2	-10
CC(=O)c1cc(-c2ccccc2)n(CC(=O)NC2CCCCC2)c1C	3
CCOC(=O)Cc1cc(=O)n2[nH]c(-c3ccc(Br)cc3)cc2n1	-2
CCOc1ccc(NC(=O)c2ccc(OCC)c(Cl)c2)c([N+](=O)[O-])c1	1
CCCCc1c(C)nc2nc(SCC)[nH]n2c1=O	-8
COc1ccc2c(CNCCc3ccco3)c(C(=O)O)n(Cc3ccc(C)cc3)c2c1	0
CC1(C)C(=O)N(CC(=O)Nc2ccc(Br)cc2F)c2ccccc21	3
CC(=O)NC1(C(F)(F)F)N=C2SCCN2C1=O (stereo not given)	0
O=C(Nc1ccc(I)cc1C(=O)N1CCOCC1)c1ccc(Cl)cc1	-1
CC(=O)N[C@@H](C)C(=O)NCc1cccnc1N(C)Cc1ccccc1	-1
O=C(NN=C1CCCCC1)C1CC1c1ccccc1 (stereo not given)	-1
CN(C(=O)C1CCOCC1)C1CCCN(CCc2ccccc2)C1 (stereo not given)	2
CCOc1cc(C2C3=C(N=C(C)C2C(=O)OC)c2ccccc2C3=O)cc(Br)c1OCC (stereo not given)	-2
C#CCOc1ccc(CC2=NC(=S)N(c3ccc(OCC)cc3)C2=O)cc1	-3
COc1ccc(Cl)cc1NC(=O)N1CCC(n2cc(C3CC3)nn2)CC1	6
CCOCCCNC(=O)c1ccccc1N(Cc1ccccc1)S(C)(=O)=O	11

In a second layout: results already given
| RBX1-CUL1 inh | SMILES |
| --- | --- |
| -1 | O=C(Nc1ccc(I)cc1C(=O)N1CCOCC1)c1ccc(Cl)cc1 |
| -1 | CC(=O)N[C@@H](C)C(=O)NCc1cccnc1N(C)Cc1ccccc1 |

Further compounds follow:
molecule	RBX1-CUL1 inh
COc1cc(NS(=O)(=O)c2ccc3[nH]c4c(c3c2)CCCCCC4)cc(OC)c1	0
COc1ccc(C(=O)CSc2nc(N)c(C#N)c(-c3ccc(O)cc3)c2C#N)cc1	1
Cc1sc(NC(=O)C2CCCO2)c(C(N)=O)c1-c1ccc(C(C)C)cc1 (stereo not given)	12
Cn1c(=O)c2c(nc(N3CCOCC3)n2Cc2ccccc2F)n(C)c1=O	5
O=C(O)c1cc(NCCOC2c3ccccc3CSc3sccc32)c2c(Cl)cc(Cl)cc2n1 (stereo not given)	7
C=CCn1c(=N)n(CC)c2ccccc21	-2
Cc1ccc2cccc(OS(=O)(=O)c3ccccc3)c2n1	-2
CCOC(=O)c1cccc(NS(=O)(=O)c2cc(-c3cnc(C)o3)ccc2OC)c1	0
CN(C)C1CCN(C(=O)c2cn(Cc3ccc(F)cc3Cl)nn2)C1 (stereo not given)	-1
O=C(CN1CCOCC1)N1N=C(c2cccs2)CC1c1cccs1 (stereo not given)	5
CC1(C)CC(=O)CC(=NNC(=O)c2ccccc2O)C1	-3
COc1ccc(-n2nnnc2C(=Cc2ccc(OC)c(OC)c2)c2nnnn2-c2ccc(OC)cc2)cc1	2
COc1cc(C2c3cc4c(cc3OC3(OC)CCCC23)OCO4)cc(OC)c1OC (stereo not given)	-9
CC(=O)C(C(=O)c1ccccc1)C(c1ccc(F)cc1)c1ccc(F)cc1 (stereo not given)	0
CN(Cc1ccccc1)C1(CNCc2nccn2C)Cc2ccccc2C1	6
CCc1ccc(NC(=O)c2ccc3oc(=O)n(Cc4ccccc4)c3c2)cc1	1
O=c1c2cnc3ncnn3c2ccn1Cc1cccnc1	3
O=C1C(C=NCc2cccnc2)C(c2ccccc2)=NN1c1nc2ccccc2s1 (stereo not given)	-2
CCCCc1nc2cc(C(=O)N3CCc4[nH]ncc4C3)ccc2o1	-3
CCC(=O)/C(C#N)=C/c1cc2c(cc1Br)OCO2	0
Cc1cc(C)cc(-n2c(-c3ccccc3)c(C)n3c4c(=O)n(C)c(=O)n(C)c4nc23)c1	-10
Cc1ccnc(NS(=O)(=O)c2ccc(OC(F)(F)F)cc2)c1	-12
Cc1ccc(C)c(N2CCN(C(=O)c3cc4cc5ccc(C)cc5nc4s3)CC2)c1	-6
CC(CNC(=O)CCCn1c(=O)c2cccn2c2cccnc21)c1ccccc1 (stereo not given)	-3
